Bioassay records: PubChem BioAssay, NCI
All columns: NCI-60 one-dose screen, growth in % after 48 h at 10 µM unless noted; 100 = growth as untreated, 0 = no growth, -100 = all killed.
SF-268: SF-268 CNS cancer cells. AID 1794759. hit rate 3.1% among 82,000
SF-295: SF-295 CNS cancer cells | hit rate 5.6% among 79,000 | AID 1794758
SNB-75: SNB-75 CNS cancer. AID 1794750. hit rate 5% among 79,000
SNB-19: SNB-19 CNS cancer cells | hit rate 2.5% among 81,000 | AID 1794751
A498: A498 renal cancer cells; AID 1794774; hit rate 5.4% among 76,000
SF-539: SF-539 CNS cancer; AID 1794752; hit rate 6.8% among 81,000
U251: U251 CNS tumor cells | AID 1794753 | hit rate 5.4% among 80,000
CAKI-1: CAKI-1 renal cancer; hit rate 4.7% among 75,000; AID 1794772
NCI-H23: NCI-H23 lung cancer; hit rate 4% among 80,000; AID 1794731
The depositor's hits bear a star; x = no result given; [ ] = remark or other dose. Rule for the calls: active = growth percent below 10; inactive = the rest.

SMILES	SF-268	SF-295	SNB-75	SNB-19	A498	SF-539	U251	CAKI-1	NCI-H23
COc1cc(CCC(C)=O)ccc1O	100.3	112.4	87.4	96.3	73.5	102.4	94.6	102.1	97.8
CN(Cc1cnc2nc(N)nc(N)c2n1)c1ccc(C(=O)N[C@@H](CCc2nn[nH]n2)c2nn[nH]n2)cc1	39.0	40.8	76.6	53.4	97.2	46.6	50.6	29.3	40.8
CCOC(=O)NNC(=O)OCC	104.1	99.3	89.2	103.0	x	93.4	95.8	98.0	102.2
CC12c3ccccc3C(C)(c3ccccc31)C(NS(=O)(=O)c1ccc(Cl)c(Cl)c1)C2O (stereo not given)	82.5	90.4	66.1	100.1	93.0	101.0	96.2	78.9	95.5
CCCCc1ccc(Nc2ccc(Nc3ccc(CCCC)cc3S(=O)(=O)O)c3c2C(=O)c2ccccc2C3=O)c(S(=O)(=O)O)c1	99.7	100.5	89.9	104.0	119.2	96.5	103.4	95.6	91.3
CC(=O)OCC(=O)[C@@]12OC3(CCCC3)O[C@@H]1CC1C3CCC4=CC(=O)C=C[C@]4(C)[C@@]3(F)[C@@H](O)C[C@@]12C (stereo not given in full)	110.1	127.0	114.5	112.7	126.8	93.8	101.8	84.7	97.2
Cc1ccc(S(=O)(=O)OCC2OCOC3C(CI)OCOC23)cc1 (stereo not given)	105.3	94.3	77.7	104.5	97.1	98.3	93.4	89.3	105.7
O=C1/C(=C/c2ccc3ccccc3n2)SC(=S)N1Cc1ccco1	97.0	88.9	50.4	86.2	63.7	97.9	97.7	79.9	79.4
COc1ccc(-c2ccn(CC(=O)N3CC(C)OC(C)C3)n2)cc1OC1CCCC1 (stereo not given)	98.1	93.0	88.0	97.6	x	103.1	98.0	101.0	91.8
CCOC(=O)c1ccc2c(c1)NC(=O)[C@H]1CCCN21	92.3	102.8	90.7	98.3	104.7	109.0	107.4	x	92.2
CC1=NN(c2cccc(Cl)c2)C(=O)/C1=C\c1cn(CC(O)CN2CCCCC2)c2ccccc12 (stereo not given)	72.6	62.4	87.2	84.2	80.2	96.1	36.5	24.0	97.8
CCC(CCOc1ccccc1)(C(=O)O)C(=O)O	97.4	96.2	96.7	103.7	94.9	97.9	101.4	98.0	103.5
COc1ccc(N2CCN(CC(=O)N3CCN(c4nnc(-c5ccc(Cl)cc5)c(-c5ccc(Cl)cc5)n4)CC3)CC2)cc1	69.8	53.9	76.3	76.0	38.1	30.7	52.3	146.7	81.7
CC(=O)N1C(CC(C)C)C(=O)N2C1N=NC21CCCC1 (stereo not given)	98.1	105.5	97.8	101.6	107.7	97.4	104.1	94.7	108.7
CN1CCCC1c1cccnc1 (stereo not given)	x	x	x	x	94.1	x	x	119.7	2.5*
Cc1ccc(S(=O)(=O)OCCC#N)cc1	102.6	107.4	97.9	106.7	101.3	108.3	104.3	99.9	102.7
CC(C)S(=O)(=O)NC1=CN2CC=CC2CC1=O (stereo not given)	97.3	98.8	89.5	108.0	138.8	99.4	99.6	96.3	98.7
CC(C)CSc1nc(N)nc2nc[nH]c12	87.1	108.5	86.4	94.8	113.8	90.9	96.4	88.4	96.2
CN(C)CCN=c1nc2c(c(N)n1-c1ccccc1)c(=S)n(-c1ccccc1)c(=S)n2-c1ccccc1	24.0	-61.5*	79.0	26.1	40.3	-86.9*	2.1*	x	67.6
Cc1nc2scc(-c3ccccc3)n2c(=O)c1CCO	97.5	102.4	71.6	98.3	86.8	100.0	102.8	80.5	99.6
Cc1ccc(Nc2n[nH]c(-c3cccs3)c2C#N)cc1	98.3	89.5	93.6	83.5	96.1	81.8	93.0	83.6	83.7
CC(C)C(C)(C)C(=O)C(C)(C)C(C)(C)C	101.9	95.8	109.0	101.7	83.9	98.8	92.9	104.1	90.6
Cc1ccc(-c2csc(=N)n2CC(=O)N2CCN(c3ccccc3)CC2)cc1	105.1	x	95.8	96.6	92.6	100.1	95.3	87.6	100.9
COC(=O)COc1ccc(Cl)cc1	113.3	106.6	115.1	104.9	85.7	110.5	109.0	92.9	99.2
CS(=O)(=O)c1ccc2c(c1)c1c(n2C(=O)c2ccc(Cl)cc2)CCCC1	62.1	22.5	5.7*	34.9	38.2	2.0*	19.9	37.1	45.0
Cc1ccccc1N1CCN(C(=S)c2ccc3c(c2)OCO3)CC1	98.9	98.8	105.5	99.1	97.4	106.1	98.6	84.7	98.6
Cc1ccc(C(=O)N2Cc3ccccc3CC2C(=O)N2CCCC2)cc1 (stereo not given)	99.2[50 µM]	96.9[50 µM]	94.6[50 µM]	97.3[50 µM]	110.5[50 µM]	106.8[50 µM]	100.6[50 µM]	88.4[50 µM]	106.8[50 µM]
COc1ccc(-c2nc(-c3ccccc3)c(-c3ccccc3)n2C2CC2)cc1OC1CCCC1	42.7	48.0	48.3	60.4	50.7	75.6	34.7	59.4	58.9
CCC(CC)(CO)CO	107.9	x	90.5	117.0	102.6	107.6	x	115.1	99.4
Nc1ncnc2c1ncn2C1OC(COP(=O)(O)OP(=O)(O)OP(=O)(O)O)C(O)C1O (stereo not given)	108.4	111.0	104.7	101.7	89.7	101.6	86.0	102.7	101.9
CCCCCC(=O)OC1[C@@H](OC(=O)CCCCC)[C@@H](CNC(=O)NC)O[C@H]1n1cnc2c(NC(=O)Nc3ccccc3)ncnc21 (stereo not given in full)	84.3	94.1	81.6	x	103.9	97.1	99.9	90.2	103.2
COc1ccc(NC(=O)CC[C@H](NC(=O)OC(C)(C)C)C(=O)OC(C)(C)C)cc1C(=O)Nc1cccc(C2CC(=O)c3c(cc(OC)c(OC)c3OC)O2)c1 (stereo not given in full)	96.4	96.8	86.9	104.9	109.1	99.3	101.1	79.6	83.1
CCNC(=O)c1ccc2c(c1)NC(c1cc3ccccc3[nH]c1=O)c1c(n[nH]c1C(C)(C)C)N2 (stereo not given)	110.0	86.7	x	124.4	71.8	97.5	106.6	92.0	104.4
CNC1(C(N)=O)CCN(Cc2ccccc2)CC1	105.5	113.2	89.3	104.1	101.0	99.9	97.9	99.7	98.7
COc1cccc(NC2=NC(N)N=C(c3cc4ccccc4oc3=O)C=N2)c1 (stereo not given)	97.6	98.3	87.1	103.7	x	90.8	92.1	92.5	84.9
Cn1cc(C(c2coc3ccccc3c2=O)c2cn(C)c3ccccc23)c2ccccc21	101.8	97.2	130.4	104.9	107.7	98.5	105.0	90.5	102.8
OC(CN1CCCCC1)c1ccc(Br)cc1 (stereo not given)	106.4	121.0	81.1	99.4	x	107.7	102.9	111.5	101.4
COc1ccc(C#N)cc1OC	113.1	111.5	90.8	96.1	97.7	111.8	102.4	104.8	98.6
CCCC(=O)C(CC)C1(C(=O)OC)NC(=S)NC(=O)C1C#N (stereo not given)	105.8	101.1	97.7	100.8	107.3	105.0	106.6	92.1	104.0
CCOC(=O)c1c(C)[nH]c(/C=N/NC(N)=O)c1C	107.1	98.9	95.1	94.1	94.2	x	87.6	98.5	106.8
CC(=O)c1ccc(NC(=O)CSc2nnc(-c3ccc4nc(-c5ccccc5)[nH]c4c3)o2)cc1	100.3	99.0	95.5	108.7	110.5	88.8	102.2	95.5	x
O=C(O)C(=O)c1ccc(O)cc1O	103.2	118.6	80.0	102.5	109.0	107.1	108.6	104.9	99.4
C=CCNC(=S)NCC	84.7	112.7	86.5	x	113.6	x	93.4	89.4	98.4
Cc1cc2c(C(C)C)c(O)c(O)c(C(=O)C(=O)NCc3ccccc3)c2c(O)c1-c1c(C)cc2c(C(C)C)c(O)c(O)c(C(=O)C(=O)NCc3ccccc3)c2c1O	73.6	88.6	96.1	73.1	75.2	72.9	48.9	81.6	92.5
COC(=O)CCCCCCCCC1(C)C=CC(C(C)O)=CC1 (stereo not given)	105.3	108.9	105.9	107.1	96.1	112.2	98.5	x	96.2
Nc1ccc(-c2nc(N3CCOCC3)c3c4c(sc3n2)CCCC4)cc1	74.8	68.6	52.9	91.2	71.2	84.7	81.3	64.9	90.7
CC(=O)c1cc(C(=O)c2ccc(C#N)cc2)n2ccc(C)cc12	88.9	100.8	90.7	93.8	72.4	85.4	100.1	79.8	95.3
CCCCCCCc1nc(C#N)c(NCc2cccnc2)o1	78.0	89.8	66.5	96.9	84.2	95.8	90.2	x	94.1

Record cards, from the list above. Order of screens: SF-268	SF-295	SNB-75	SNB-19	A498	SF-539	U251	CAKI-1	NCI-H23
COC(=O)CCCCCCCCC1(C)C=CC(C(C)O)=CC1 (stereo not given) as listed: 105.3	108.9	105.9	107.1	96.1	112.2	98.5	x	96.2
COc1cccc(NC2=NC(N)N=C(c3cc4ccccc4oc3=O)C=N2)c1 (stereo not given) as listed: 97.6	98.3	87.1	103.7	x	90.8	92.1	92.5	84.9

(more compounds)
SMILES	SF-268	SF-295	SNB-75	SNB-19	A498	SF-539	U251	CAKI-1	NCI-H23
Nc1ncc(-c2ccc(C(F)(F)F)cc2)c(NC2CCCCCC2)n1	56.1	-20.9*	57.8	49.9	58.8	65.2	22.5	55.8	11.9
O=C(O)CCCCCc1ccccc1	106.9	x	81.1	116.0	110.6	99.0	100.9	88.7	111.8
C=C1CC[C@@H]2[C@]3(C)COC(c4cn(-c5ccccc5)nc4-c4cccc([N+](=O)[O-])c4)O[C@@H]3CC[C@@]2(C)[C@@H]1C/C=C1/C(=O)OC[C@H]1O (stereo not given in full)	46.0	-46.5*	109.4	23.5	105.0	-96.4*	-73.9*	38.7	-62.1*
O=C(c1ccc(O)cc1)[C@@H]1[C@@H]2CCCN2[C@]2(C(=O)N(C(=O)c3ccc(F)cc3)c3ccccc32)[C@H]1c1ccc(F)cc1	88.7	92.8	62.3	91.5	90.4	98.6	85.6	61.6	93.1
Nc1cccc(Cl)c1C(=O)O	98.5	125.3	88.1	101.8	x	97.8	106.1	100.5	101.5
O=C(/C=C/C(=O)Oc1c(Cl)cc(Cl)cc1[N+](=O)[O-])Oc1c(Cl)cc(Cl)cc1[N+](=O)[O-]	86.2	108.1	93.0	107.1	98.1	103.2	100.6	109.0	103.0
C#CCNC(=S)N/N=C(\C)c1ccccn1	14.7	x	43.4	38.8	16.7	1.7*	23.1	-13.6*	20.1
Cc1nc(N)[nH]c(=O)c1[N+](=O)[O-]	104.2	99.8	100.9	105.4	x	100.5	101.9	99.4	99.9
Cc1nn(-c2ccccc2)c(N)c1N=C1NC(=O)/C(=C/c2ccc(C(F)(F)F)cc2)S1	80.8	84.5	82.2	79.6	75.9	79.9	73.4	69.5	77.8
Cn1c(=O)[nH]c(=O)c2nc(CC(=Nc3cccc(C(F)(F)F)c3)c3ccccc3)c(=O)[nH]c21	99.5	99.3	82.6	97.5	89.5	102.0	93.1	96.8	98.1
O=C(c1ccc(Cl)cc1)C1[C@H](c2ccccc2Br)[C@@H](c2ccccc2)NC12C(=O)Nc1ccc(Cl)cc12 (stereo not given in full)	23.4	15.2	36.5	33.6	72.4	39.7	6.1*	9.0*	-22.3*
CC1(C)S[C@@H]2[C@H](NC(=O)COc3ccccc3)C(=O)N2[C@H]1C(=O)O	106.2	104.0	104.4	97.4	121.5	x	104.7	97.7	101.8
O=C(O)CCCOc1ccccc1	98.7	101.0	89.9	115.2	98.3	102.2	104.0	x	95.6
Cc1nnsc1-c1n[nH]c(=S)n1N	97.5	89.0	101.8	103.9	97.0	98.6	99.2	109.6	102.3
CCOC(=O)NNc1[nH]c(-c2ccc(OC)cc2)cc1C#N	103.1	111.0	123.5	98.6	99.8	94.3	98.2	121.2	88.9
O=C(O)/C=C\c1ccc(OC(=O)c2ccccc2)cc1	96.8	100.0	84.2	103.1	x	86.8	93.7	95.5	99.0
COC(=O)c1cc2ccccc2c2ccccc12	98.2	105.5	73.9	104.0	91.6	99.4	94.2	93.6	95.3
O=C(CCl)Nc1cc(O)c2c(c1)C(=O)c1cccc(O)c1C2=O	-49.5*	61.7	7.4*	-36.5*	-0.7*	-32.3*	-96.2*	-94.0*	-45.0*
COC(=O)[C@H](C)NC(=O)c1ccc(NC(=O)c2[nH]c(C)c(Cl)c2Cl)c(OCCN)c1	96.3	101.6	98.6	100.7	88.9	100.8	110.4	96.0	105.9
CC(C)n1ncc2c(N)ncnc21	114.9	113.8	107.1	92.7	120.2	88.2	107.1	102.6	103.3
ClC1CC/C=C\CC/C=C/CCC1Cl (stereo not given)	98.2	97.0	78.3	x	109.2	97.5	99.9	82.3	107.2

Entries above with a cyano group:
SMILES	SF-268	SF-295	SNB-75	SNB-19	A498	SF-539	U251	CAKI-1	NCI-H23
Cc1ccc(S(=O)(=O)OCCC#N)cc1	102.6	107.4	97.9	106.7	101.3	108.3	104.3	99.9	102.7
Cc1ccc(Nc2n[nH]c(-c3cccs3)c2C#N)cc1	98.3	89.5	93.6	83.5	96.1	81.8	93.0	83.6	83.7
COc1ccc(C#N)cc1OC	113.1	111.5	90.8	96.1	97.7	111.8	102.4	104.8	98.6
CCCC(=O)C(CC)C1(C(=O)OC)NC(=S)NC(=O)C1C#N (stereo not given)	105.8	101.1	97.7	100.8	107.3	105.0	106.6	92.1	104.0
CC(=O)c1cc(C(=O)c2ccc(C#N)cc2)n2ccc(C)cc12	88.9	100.8	90.7	93.8	72.4	85.4	100.1	79.8	95.3
CCCCCCCc1nc(C#N)c(NCc2cccnc2)o1	78.0	89.8	66.5	96.9	84.2	95.8	90.2	x	94.1
CCOC(=O)NNc1[nH]c(-c2ccc(OC)cc2)cc1C#N	103.1	111.0	123.5	98.6	99.8	94.3	98.2	121.2	88.9
